# Cneo AK release: causes C. neoformans cell lysis | adenylate kinase release luminescence, 4 h; normalised: neutral wells 0, clomiphene wells 100 | lysis activity, % at 15 µM | 360,000 compounds, 0.2% hits | AID 651654;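 active means mean lysis activity across replicates of at least 80%, whatever share of replicates individually reach that level; inactive means mean lysis activity below 80%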
#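 Test system: log-phase Cryptococcus neoformans yeast cells. Input: 5 × 10^6 yeast cells/mL. Medium: fresh YPD growth medium. Doses: single dose. Incubation: static 4 h at 37 °C with compound, 1 h detection. Measured by: luminescent adenylate kinase detection reagent. Read-out: signal increase indicating cell lysis. Benchmarks: Clomiphene.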
# PglD inh: blocks C. jejuni PglD acetyltransferase activity. purified PglD enzyme, DTNB colorimetric CoA detection. inhibition, % at 12.5 µM. 360,000 compounds, 0.098% hits. AID 602405; in the data active means inhibition above about 16%, passing the limit was not always enough; further: strong numbers were not always called active
# miR-122 sensor: miR-122 inhibition in Huh7 cells; activation (reporter increase), % at 12.5 µM; Huh7 miR-122 Renilla luciferase sensor, 48 h; neutral wells = 0, positive control = 100; 340,000 compounds, 0.3% hits;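 active means mean replicate activation score at least 90 and every replicate individually at or above 90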;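 further: higher luciferase means less miR-122 activity so hits act as miR-122 inhibitors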
# E-sel inducer: E-selectin induction on HUVECs; P16581; HUVEC E-selectin immunofluorescence imaging; normalized: neutral wells 0, TNF-alpha wells 100; activation, % at 7.58 µM; 260,000 compounds, 0.37% hits; AID 686992;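 active means mean E-selectin-positive cell signal at least 10% of the positive control, reached in at least 60% of replicates, without over 20% cell loss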;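 further: in these data hits start at about 27%; measured in HUVEC primary endothelial cells; signal is the percent of cells scored E-selectin positive by PE staining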
#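 Assay system: HUVEC, human umbilical vein endothelial cells / Amount: 3,000 HUVEC/well / Controls: TNF-alpha positive control, DMSO neutral control / Compound dosing: single concentration / Medium: EGM-2 over gelatin coat / Evaluation: percent E-selectin-positive cells / Signal: immunofluorescence imaging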
# ERAP1 HTS inh: ERAP1 (human) enzyme inhibition; Q9NZ08; recombinant ERAP1, Leu-AMC fluorescence, 60 min; inhibition, % at 10.7 µM; 340,000 compounds, 0.15% hits;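 active means mean replicate inhibition of at least 30%, or all replicates individually reaching that 30% level; inactive means mean below 30% and not every replicate reaching it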;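 further: 0% = neutral control wells and 100% = L-leucinethiol positive control wells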
# Target sequence (Q9NZ08 whole entry, looked up): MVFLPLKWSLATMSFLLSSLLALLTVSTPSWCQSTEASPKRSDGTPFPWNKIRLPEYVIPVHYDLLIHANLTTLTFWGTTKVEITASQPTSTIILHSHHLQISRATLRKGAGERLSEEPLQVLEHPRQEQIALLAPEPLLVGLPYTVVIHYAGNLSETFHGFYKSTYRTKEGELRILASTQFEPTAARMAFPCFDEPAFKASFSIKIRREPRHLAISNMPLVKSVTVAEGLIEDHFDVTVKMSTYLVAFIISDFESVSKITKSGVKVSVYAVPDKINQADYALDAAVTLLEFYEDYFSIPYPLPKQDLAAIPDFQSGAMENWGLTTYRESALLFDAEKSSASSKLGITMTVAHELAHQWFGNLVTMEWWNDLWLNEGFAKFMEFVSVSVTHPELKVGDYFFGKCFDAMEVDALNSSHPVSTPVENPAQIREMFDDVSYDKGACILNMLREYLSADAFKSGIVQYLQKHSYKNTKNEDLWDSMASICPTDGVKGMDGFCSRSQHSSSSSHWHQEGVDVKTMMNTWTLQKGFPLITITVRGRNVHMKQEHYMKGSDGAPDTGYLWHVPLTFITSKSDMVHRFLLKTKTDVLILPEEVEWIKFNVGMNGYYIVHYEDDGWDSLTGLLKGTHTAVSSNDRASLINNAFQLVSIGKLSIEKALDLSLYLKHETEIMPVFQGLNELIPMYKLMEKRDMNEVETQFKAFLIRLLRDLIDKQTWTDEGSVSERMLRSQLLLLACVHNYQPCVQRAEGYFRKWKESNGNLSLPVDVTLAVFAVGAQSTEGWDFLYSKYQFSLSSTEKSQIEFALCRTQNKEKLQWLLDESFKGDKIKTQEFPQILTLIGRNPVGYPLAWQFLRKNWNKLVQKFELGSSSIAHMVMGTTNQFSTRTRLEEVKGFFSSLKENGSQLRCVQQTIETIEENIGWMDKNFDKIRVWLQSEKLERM
# PGC1a acetyl inh: PGC1a acetylation modulation, inhibitor mode. U2OS PGC1a acetylation, AlphaScreen anti-acetyl-lysine; with virally co-expressed GCN5 acetyltransferase. inhibition, % at 15.6 µM. 350,000 compounds, 0.17% hits. AID 651687;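 active means every replicate shows inhibition of at least 40%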;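 further: 0% = neutral control wells and 100% = positive control wells; some results beyond the cut were filed as inactive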
# RAD54 branch: RAD54 (human) branch migration inhibition | Q92698 | RAD54 Holliday junction branch migration, FAM/BHQ fluorescence | inhibition, % at 10.4 µM | 360,000 compounds, 0.14% hits;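 active means mean normalized replicate activity at least 40 and at least half of replicates scoring 40 or more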;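 further: 0% = median of neutral control wells and 100% = median of positive control wells; inhibitors cause a drop in the FAM fluorescence signal; in these data hits start at about 50%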
# RAD52 inh: inhibitors of human RAD52 DNA annealing; recombinant RAD52 DNA annealing, FRET fluorescence; 360,000 compounds, 0.46% hits; inhibition, % at 18.7 µM; AID 651710;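 active means every replicate showing at least 50% inhibition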
# * marks the source's active call; other numbers are inactive results; / = not tested or not shown; [ ] = another dose, or the depositor's remark.
SMILES,Cneo AK release,PglD inh,miR-122 sensor,E-sel inducer,ERAP1 HTS inh,PGC1a acetyl inh,RAD54 branch,RAD52 inh
CC(=O)N1[C@@H]2c3ccc(-c4ccccc4)c(=O)n3C[C@@H]2[C@@H](CO)[C@@H]1C(=O)NCc1ccccc1Cl,-5,0,2[16.7 µM],-0.5,1,/,3,13
O=C(C1CCN(S(=O)(=O)c2ccc(-n3cnnn3)cc2)CC1)N1CCCCC1,-1,1,-3,/,-1,-3,-7,-14
Cn1c(SCC(=O)c2ccccc2)nnc1C1COc2ccccc2O1 (configuration not stated),-4,-1,-2,0.9,12,-14,-28,3
COc1ccc(C(C)=O)cc1CN1CCCCC1,0,-1,1,/,/,4,-19,/
CCOc1ccccc1N(CC(=O)NCCc1ccc(OC)c(OC)c1)S(=O)(=O)c1ccccc1,8,3,-6,-0.1,-20,16,-4,-11
COc1ccccc1-c1sc2ccccc2c1C#CC1(O)CCCCC1,0,-4,7,0.0,2,-13,-2,-23
CN(C)CCCNc1cn[nH]c(=O)c1Cl,5,-2,1,/,1,2,-4,-11
O=C(N/N=C/c1ccco1)c1cc(-c2ccccc2)n[nH]1,-1,0,1,/,1,4,1,-12
Cc1nn2c(NC(C)C)c3c(nc2c1-c1ccccc1)CCC3,0,-1,/,0.0,1,8,4,3
Cc1nc2c(-c3ccc(F)cc3)c(C)nn2c(N2CCOCC2)c1C,2,2,-1,/,/,-2,4,/
CN(C)CCCN(C(=O)COc1ccccc1)c1nc2ccc(Cl)cc2s1,-2,-3,2,/,0,-7,23,44
COCCN(C(=O)COC(=O)C12CC3CC(CC(O)(C3)C1)C2)c1c(N)n(Cc2ccccc2)c(=O)[nH]c1=O,-2,5,-2,-0.1,1,-12,-8,-5
O=S1(=O)N=C(N(CCO)/N=C/C=C/c2ccccc2)c2ccccc21,51,-1,-17,/,/,5,-1,/
Cc1cc(/C=C2/SC(=S)N(c3cccc(Cl)c3)C2=O)c(C)n1-c1cccnc1,-2,-6,-5,/,/,8,-9,/
COc1ccc(N2CCN(C3CCCN(Cc4ccc(F)cc4Cl)C3)CC2)cc1 (configuration not stated),-4,4,3,0.2,-1,3,10,-9
COc1ccc(/C=N/OC/C(O)=C(\C#N)c2nc3ccccc3[nH]2)cc1OC,-1,-2,6,/,/,-2,-2,/
C=CCOC(=O)C1=C[C@H](c2cn(C(C)=O)c3ccccc23)[C@@H](CCCO)[C@H](OCC)O1,2,-6,-4,-0.1,1,-3,-4,-9
CC(C)OC(=O)C1C(=O)CC(C)(O)C(C(=O)OC(C)C)C1c1cccnc1 (configuration not stated),-3,-1,-3,/,/,/,3,/
COc1ccc(Cl)cc1NC(=O)COC(=O)c1cc(NS(=O)(=O)c2cccs2)ccc1O,1,-2,12,7.1,3,/,3,-11
CN1CCN(CCCNC(=S)Nc2ccc(F)c(Cl)c2)CC1,-1,-9,10,0.0,/,2,4,11
Cc1ccc(-c2cc(C(=O)O)n(-c3ccc(S(N)(=O)=O)cc3)n2)cc1,0,16,0,/,-2,-11,5,3
CC(C)c1nnc(NC(=O)C2CCCN2C(=O)Nc2cccc(Cl)c2)s1 (configuration not stated),-1,2,-2,/,2,2,-4,-7
CC1CCN(S(=O)(=O)c2ccc(NC(=O)CN3CCCC3)cc2)CC1,1,4,8,/,-3,-24,8,-7
O=C(Nc1ccc(F)cc1)N1CC(=O)N2[C@@H](CO)[C@H](c3ccc(C#CC4CC4)cc3)[C@@H]2C1,/,/,/,-0.1,-2,4,/,-2
COc1ccc(C(=O)NNC(=O)CN2CCC(n3nnc4cc(C)ccc43)CC2)cc1,17,7,-4,0.2,2,6,-2,-10
CN1OC[C@@H]2CN(Cc3ccc4c(c3)OCO4)[C@H](c3ccc(N4CCCCC4)cc3)C[C@@H]21,-2,-4,0,0.2,-7,-10,8,-92
COc1ccccc1CNC(=O)c1cc(-c2cc(F)ccc2OC)n[nH]1,1,-1,-11,0.2,1,5,2,-7
O=C1CN(S(=O)(=O)c2ccccc2)C[C@H]2[C@H](c3ccc(Br)cc3)[C@H](CO)N12,/,/,/,-0.1,-4,0,/,8
C[C@H]1CN([C@@H](C)CO)C(=O)c2cc(NS(=O)(=O)c3cn(C)cn3)ccc2O[C@H]1CN(C)CC1CCCCC1,-6,-6,-1[16.7 µM],0.0,2,-6,2,-5
N#CC1=C(N)NC(SCC(=O)c2ccc(Br)cc2)=C(C#N)C12CCCCC2,-3,1,1,0.2,2,/,7,-21

# Sorted by count of non-hydrogen atoms (low to high): 4 of the compounds above.
SMILES,Cneo AK release,PglD inh,miR-122 sensor,E-sel inducer,ERAP1 HTS inh,PGC1a acetyl inh,RAD54 branch,RAD52 inh
COc1ccccc1CNC(=O)c1cc(-c2cc(F)ccc2OC)n[nH]1,1,-1,-11,0.2,1,5,2,-7
N#CC1=C(N)NC(SCC(=O)c2ccc(Br)cc2)=C(C#N)C12CCCCC2,-3,1,1,0.2,2,/,7,-21
CN1OC[C@@H]2CN(Cc3ccc4c(c3)OCO4)[C@H](c3ccc(N4CCCCC4)cc3)C[C@@H]21,-2,-4,0,0.2,-7,-10,8,-92
C[C@H]1CN([C@@H](C)CO)C(=O)c2cc(NS(=O)(=O)c3cn(C)cn3)ccc2O[C@H]1CN(C)CC1CCCCC1,-6,-6,-1[16.7 µM],0.0,2,-6,2,-5

# New compounds follow:
SMILES,Cneo AK release,PglD inh,miR-122 sensor,E-sel inducer,ERAP1 HTS inh,PGC1a acetyl inh,RAD54 branch,RAD52 inh
Cc1c(C(=O)N2CCN(c3ccc(F)cc3)CC2)sc2nc3n(c(=O)c12)CCC3,0,-9,4,/,1,5,5,-10
C[C@@H]1CCCCO[C@H](CN(C)S(C)(=O)=O)[C@@H](C)CN([C@H](C)CO)C(=O)c2cc(NC(=O)Nc3cccc4ccccc34)ccc2O1,-1,1,3[16.7 µM],-0.1,0,6,-2,11
COc1ccc([C@H]2CC(=O)C=C(c3ccccc3-c3ccccc3)C2)cc1,1,7,/,1.1,-2,/,5,0
CCc1ccc2nc(N(CCCN(C)C)C(=O)c3ccc(S(=O)(=O)N(C)C4CCCCC4)cc3)sc2c1,0,4,1,-0.2,-3,-18,-3,-9
Cc1ccc(C(=O)O)cc1NCc1cccnc1,1,2,-3,-0.2,7,/,-10,-7
Cc1ccccc1C(=O)NNC(=O)/C=C/c1ccccc1,0,-5,-2,/,3,-4,7,-4
CC1CN(c2cnn(C(C)C)c(=O)c2Cl)CC(C)O1 (configuration not stated),5,2,-8,0.2,-3,-6,2,-12
O=C(O)c1ccc(CN2C(=O)c3ccc(C(=O)O)cc3C2=O)cc1,-1,-11,-6,/,-3,2,-4,-8
O=C(C[C@@H]1C=C[C@@H](NC(=O)Nc2ccc3c(c2)OCO3)[C@H](CO)O1)NCCCN1CCOCC1,-1,-4,/,-0.1,1,0,3,-7
O=C(C[C@@H]1C=C[C@@H](NS(=O)(=O)c2ccccc2)[C@@H](CO)O1)NCc1ccccc1F,-2,2,/,0.1,2,-6,5,-4
Cc1nnc(SCC(=O)Nc2cccc(C(F)(F)F)c2)n1Cc1ccco1,-5,-1,-2,/,/,-13,5,/
CCn1cc(C(=O)N2CCN(c3ccc(F)cc3)CC2)c2cc(OC)c(OC)cc2c1=O,-1,-4,3,-0.2,/,-4,-1,-12
COc1ccc(NC(=O)c2ccc(COc3ccc(C)cc3)o2)cc1,-1,-2,2,1.1,1,/,0,-2
O=C1C2C3c4ccccc4C(c4ccccc43)C2C(=O)N1Cc1cccnc1 (configuration not stated),-2,-1,3,-1.6,/,3,3,/
COc1ccc(C=Nc2cccc3c(=O)[nH][nH]c(=O)c23)c2ccccc12,2,-5,1,/,/,-2,-8,/
CCOC(=O)Cc1c(Sc2ccccc2)c2cc(C)ccc2n1C,0,6,2,10,-1,-18,7,-3
CC(=O)NC12CC3CC(CC(CC(=O)O)(C3)C1)C2,1,3,-1,/,/,0,-5,/
CCn1nc(C)cc1-c1nnc(Sc2ncc([N+](=O)[O-])s2)n1C,-8,7,-45,0.6,4,16,3,-20
C[C@@H]1CN([C@@H](C)CO)S(=O)(=O)c2ccc(C#CC(C)(C)O)cc2O[C@H]1CN(C)Cc1ccncc1,0,2,11[16.7 µM],0.1,-2,-26,-2,-15
C[C@@]12C(=O)NCC(=O)N1[C@@H]1c3cc(Br)ccc3OC[C@@H]1[C@@H]2c1ccccc1,3,0,-1,-0.4,0,/,-9,-10
COc1cc(OC)c(C(=O)OCC(=O)Nc2nnc(-c3ccccc3)o2)cc1OC,9,-2,-1,/,2,6,0,-8
c1cc2c(cc1-c1cnc3n1CCC3)OCCO2,0,-3,/,/,7,-1,8,-6
Cc1csc(=O)n1CCC(=O)OC(C)C(=O)Nc1ccc(N2CCOCC2)cc1 (configuration not stated),0,1,/,/,2,2,0,-15
CN(C)C(=O)COC(=O)c1ccccc1OCC(=O)Nc1ccc(SC(F)F)cc1,2,-2,-5,/,/,0,2,/
Cc1ccccc1NC(=O)Nc1ccc2c(c1)C(=O)N(C)[C@H]1CC[C@@H](CC(=O)NCC3CC3)O[C@@H]1CO2,75,3,16[16.7 µM],0.0,2,0,1,-8
O=C(Nc1cccc(F)c1)N1CC(=O)N2[C@H](CO)[C@H](c3ccc(C#Cc4cccnc4)cc3)[C@H]2C1,/,/,/,2.4,1,33,/,-28
N#C[C@H]1N[C@H](CO)[C@@H]1c1ccc(C2=CCCCC2)cc1,-2,1,/,-0.1,-4,-6,-2,-8
Cn1c(CNC(=O)c2ccco2)nnc1SCC(=O)Nc1cccc(F)c1,-2,-1,3,-0.2,/,12,0,-15
Cc1cccc(NC(=O)Nc2ccc3c(c2)C(=O)N(C)[C@@H]2CC[C@@H](CC(=O)NCc4ccccc4Cl)O[C@@H]2CO3)c1,-3,1,3[16.7 µM],0.2,3,-1,-2,-1
Cc1cccnc1NC(=O)Nc1cccc(C(F)(F)F)c1,1,3,-18,/,/,-4,-2,/
CCS(=O)(=O)N1CCN(c2ccccn2)CC1,0,8,-4,/,/,11,6,/
COc1ccc(N2C(=O)C3CCCN3C2c2ccccc2F)cc1 (configuration not stated),0,-1,-1,-0.2,/,4,-1,-22
Clc1nc(-c2ccccc2)ncc1Oc1ccccc1,-4,5,-3,-0.1,3,-8,1,-10
COc1ccc(NC(=O)NCCCN2CCCC2=O)c(OC)c1,0,-2,-5,/,/,3,17,/
CCCCN1C(=O)C(CC(=O)NC2CCCC2)CC(C(=O)N(C)C)=C1C (configuration not stated),-1,-8,-3,/,0,-9,-8,-12
O=C(C[C@@H]1C[C@@H]2c3cc(NC(=O)C4CCOCC4)ccc3O[C@@H]2[C@H](CO)O1)NCc1cccc(F)c1,-3,4,1[16.7 µM],0.0,3,15,5,18
COc1cccc(CNC(=O)c2ccccc2C(=O)NC(C)(C)C(=O)NCc2cccc(OC)c2)c1,0,0,-1,/,-1,-6,-3,-2
COc1ccc(-c2ccc3c(c2)[C@@H]2[C@@H](CCN2S(=O)(=O)c2ccccc2C)[C@@H](CO)N3C)cc1,-17,2,6[16.7 µM],0.0,/,4,-11,/
CCCCOC(=O)Nc1ccc(N2CCOCC2)cc1,-3,-2,1,/,/,-5,-8,/
COc1ccc(OCC(=O)N2CCN(C(=O)c3cccc(F)c3)CC2)cc1,1,-3,-3,/,/,3,0,/
COC(=O)c1cc(C#N)c(SCc2ccccc2)nc1C,-2,2,3,/,/,1,-2,/
COc1cc(NC(=O)CCN2CCN(Cc3ccccc3)CC2)cc(OC)c1,0,4,-2,/,/,29,-1,/
Cc1ccc2nc(N(CCCN(C)C)C(=O)c3ccc4c(c3)CCCC4)sc2c1,13,3,-12,14,/,-4,26,/
